Screening results as filed in PubChem BioAssay.
Avidin bead fluor – avidin bead compound fluorescence profile | Avidin beads, compound fluorescence 488/530 nm, flow cytometry; active compounds read high | fluorescence (KMESF) at 10 µM | actives 0.38% (n = 220,000) | AID 1775; in the data active = fluorescence above about 47; note: inactives centre near 10
Rac1 act GTP bind – alters GTP binding to activated mutant human Rac1; GST-Rac1 activated beads, fluorescent GTP binding, flow cytometry; actives lie on both sides; 100% means binding = to untreated wells; percent activity (GTP binding), % at 10 µM; actives 0.11% (n = 190,000); P63000;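 active = GTP binding at least 20 percentage points away from the 100% baseline, in either direction, so actives lie on both sides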
HRas wt GTP bind – human HRas wildtype GTP binding, change in either direction; AID 759; GST-Ras wt beads, Bodipy-FL-GTP binding, flow cytometry; actives lie on both sides; P01112; GTP binding activity, % at 10 µM; actives 0.14% (n = 190,000);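 active = GTP binding activity at least 20% away from the 100% baseline, either lowered as inhibitor or raised as activator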;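 note: 0% = unlabeled GTP competition control and 100% = no-compound control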
Target sequence (P01112 whole entry, looked up): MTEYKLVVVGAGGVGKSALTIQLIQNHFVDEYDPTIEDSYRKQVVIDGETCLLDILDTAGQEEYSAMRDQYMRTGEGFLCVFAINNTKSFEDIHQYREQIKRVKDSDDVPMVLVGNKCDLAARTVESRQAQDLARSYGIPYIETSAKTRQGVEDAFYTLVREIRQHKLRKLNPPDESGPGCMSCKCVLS
Pf gametocyte – inhibitors of late stage P. falciparum gametocyte viability; P. falciparum stage V gametocytes, ATP luminescence, 24 h; actives 0.065% (n = 150,000); inhibition, % at 10.9 µM;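 active = inhibition above the mean plus 3 SD of compounds within the control limits, set per campaign, cut at about 38% in these data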;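 note: 0% = DMSO wells and 100% = medium only without gametocytes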
Mcl1 Bid PPI – disrupts binding of human Mcl-1 to Bid peptide. actives 0.97% (n = 220,000). TR-FRET Mcl-1/Bid-Dy647 peptide binding, 1536-well. Q07820. inhibition, % at 21.7 µM. AID 1021;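 active = compounds that cut the binding signal by more than half at the single screening dose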;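 note: His-tagged Mcl-1 with europium anti-His antibody binding Bid BH3 peptide; 0% = Mcl-1 plus peptide wells and 100% = peptide-only wells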
Target sequence (Q07820 whole entry, looked up): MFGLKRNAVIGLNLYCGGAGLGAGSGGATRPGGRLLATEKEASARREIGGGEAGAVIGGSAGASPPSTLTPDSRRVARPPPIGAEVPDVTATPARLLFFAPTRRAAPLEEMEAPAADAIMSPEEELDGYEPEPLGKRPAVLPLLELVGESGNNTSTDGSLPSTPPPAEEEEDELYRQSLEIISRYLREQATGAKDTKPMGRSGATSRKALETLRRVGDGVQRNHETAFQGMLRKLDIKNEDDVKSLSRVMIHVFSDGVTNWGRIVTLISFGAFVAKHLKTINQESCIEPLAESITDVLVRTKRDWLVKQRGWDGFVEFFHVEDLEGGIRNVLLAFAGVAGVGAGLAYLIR
Rac1 wt GTP bind – modulators of human Rac1 wildtype GTP binding; GTP binding activity (% of control), % at 10 µM; P63000; GST-Rac1 beads, fluorescent GTP binding, flow cytometry; actives lie on both sides; 0 = cold GTP competed, 100 = untreated; actives 0.27% (n = 190,000);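 active = GTP binding activity at least 20 points away from the 100% control level, either lower or higher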
Cdc42 wt GTP – human Cdc42 wildtype GTP binding change, either direction; percent activity (GTP binding), % at 10 µM; GST-Cdc42 beads, Bodipy-GTP binding, flow cytometry; actives lie on both sides; actives 0.2% (n = 190,000); P60953;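 active = percent activity GTP binding at least 20 points away from the 100% baseline, either down as inhibitor or up as activator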;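 note: median bead fluorescence of bound Bodipy-FL-GTP at 100 nM; 0% = excess unlabeled GTP control and 100% = no compound control; below 100% means less GTP binding so inhibitor and above means activator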
Target sequence (P60953 whole entry, looked up): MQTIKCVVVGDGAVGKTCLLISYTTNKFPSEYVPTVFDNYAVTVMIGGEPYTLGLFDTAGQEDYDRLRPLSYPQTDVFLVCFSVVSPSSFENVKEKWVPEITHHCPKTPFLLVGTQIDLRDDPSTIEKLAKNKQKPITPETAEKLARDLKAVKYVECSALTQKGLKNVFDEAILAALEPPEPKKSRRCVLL
Rab7 wt GTP bind – modulators of GTP binding to dog Rab7 wildtype GTPase; GST-Rab7 beads, fluorescent GTP binding, flow cytometry; actives lie on both sides; untreated = 100%, excess cold GTP = 0%; GTP binding activity (percent of control), % at 10 µM; AID 758; actives 0.055% (n = 190,000);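 active = fluorescent GTP binding to Rab7 beads changed by at least 20 points from the 100% baseline, either direction, mostly lower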;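 note: median green fluorescence of bound Bodipy-FL-GTP per Rab7 bead population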
Mcl1-Noxa inh – Mcl-1/Noxa interaction inhibition. actives 1.5% (n = 220,000). TR-FRET Mcl-1/Noxa peptide binding, 2 h. inhibition, % at 21.7 µM. Q07820;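 active = compounds that cut the protein-peptide binding signal by more than 50% relative to plate controls in a single-dose test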;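 note: His-tagged Mcl-1 with rhodamine Noxa BH3 peptide and terbium anti-His antibody; 0% = Mcl-1 plus Noxa peptide wells and 100% = peptide-only wells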
Bim-Mcl-1 – disrupts Bim peptide binding to human Mcl-1; Q07820; Bead-based flow cytometry, Bim peptide-Mcl-1 binding; inhibition, % at 10 µM; actives 0.1% (n = 190,000); AID 1009; in the data active = inhibition above about 40%;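 note: 0% = no compound tracer wells and 100% = peptide blocker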
Rab2A wt mod – changes GTP binding to wildtype dog Rab2A, up or down; GTP binding activity, % at 10 µM; actives 0.19% (n = 190,000); AID 760; GST-Rab2 wt beads, Bodipy-GTP binding, flow cytometry; P61105;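 active = GTP binding activity at least 20 points away from 100%, either lowered or raised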;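 note: 0% = beads with excess unlabeled GTP and 100% = no-compound control corrected for plate trend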
* hit, by the source's call; · = not tested or not shown; [ ] = remark or other dose.

SMILES	Avidin bead fluor	Rac1 act GTP bind	HRas wt GTP bind	Pf gametocyte	Mcl1 Bid PPI	Rac1 wt GTP bind	Cdc42 wt GTP	Rab7 wt GTP bind	Mcl1-Noxa inh	Bim-Mcl-1	Rab2A wt mod
Cc1c(C(=O)N2CCOCC2)sc2ncn(CC(=O)N3CCC(C)CC3)c(=O)c12	16	97	97	·	-14	97	101	95	-15	-1	98
O=C(CCc1ccccc1)NCCSCc1c(F)cccc1Cl	6	98	100	·	-38	105	105	104	-4	0	101
CCc1ccc(NC(=S)NC(=O)CC(C)C)cc1	13	102	104	·	-46	108	104	100	13	0	101
O=C(OCCOc1ccc(Br)cc1)c1cnccn1	17	100	102	-2	-21	104	104	99	-5	-1	99
O=C(CN1C(=O)CSc2ccccc21)Nc1ccc2c(c1)OCCO2	7	100	96	·	2	96	99	98	16	-2	95
COc1ccc(Cc2nnc(N)s2)cc1	12	100	99	·	-33	103	99	99	-2	-6	99
COc1ccc(C2=CC(c3ccc(OC)c(OC)c3)NC(=S)N2)cc1 (configuration not stated)	25	98	102	·	7	106	104	101	18	-6	101
CCOc1cccc(/C(O)=C2/C(=O)C(=O)N(Cc3cccnc3)C2c2ccco2)c1 (configuration not stated)	58*	97	98	·	-87	101	103	99	18	-2	100
COCCNC(=O)CN(Cc1cccs1)C(=O)CCC(=O)Nc1nccs1	6	98	100	11	-8	103	97	98	10	-1	99
CS(=O)(=O)N(CC(=O)NCc1ccc2c(c1)OCO2)Cc1ccc(Cl)cc1	7	95	95	·	-8	96	98	97	14	3	93
CCCCNC(=O)c1cc([N+](=O)[O-])[nH]n1	10	108	106	·	3	127*[activator]	108	104	15	-9	104
CC(Oc1ccccc1)C(=O)N1CCN=C1SCc1ccccc1 (configuration not stated)	4	96	98	6	-14	98	98	99	-6	-3	98
CCSc1nnc(C)n1-c1ccc(C(=O)O)cc1	10	100	104	·	18	103	104	101	28	-3	102
COc1ccc2sc(NC(=O)CC(C)C)nc2c1	7	100	107	-3	5	103	107	103	-11	0	107
CCOc1ccccc1NC(=O)C(NCC1CCCCC1)c1ccccc1 (configuration not stated)	14	94	95	-5	-36	97	90	94	1	0	94
CCOC(=O)N1CCN(S(=O)(=O)c2ccc(F)c(C(=O)Nc3cccc(Cl)c3C)c2)CC1	2	96	100	·	16	103	98	99	20	-3	97
COC(=O)CCN(c1ccccc1)S(=O)(=O)c1ccc(OC)cc1	10	95	99	-13	-17	96	99	101	0	0	99
O=C(CCC1CCCCC1=O)c1ccccc1 (configuration not stated)	5	99	103	·	6	103	105	102	6	2	101
COc1ccccc1NC(=O)CN1CCN(S(=O)(=O)c2ccc(Br)cc2)CC1	11	101	103	24	-24	104	101	104	-8	0	99
Cc1ccc(C)c(NC(=O)COc2cccc3c2CCN(Cc2ccccc2C)C3=O)c1	13	97	96	-9	13	99	97	96	-3	-6	97
CC1CCCCC1N1CN=C(Nc2nc3ccccc3s2)NC1 (configuration not stated)	10	102	100	·	11	106	105	101	0	-7	101
C/C=C(/C)C(=O)O[C@@H]1[C@H](OC(=O)C=C(C)C)c2c(ccc3ccc(=O)oc23)OC1(C)C	12	97	98	·	6	104	99	95	-6	-4	100
O=C(NC1CCCCC1)C(=S)N1CCOCC1	8	96	95	2	-33	96	96	96	11	-2	95
CCOC(=O)C1(c2csc(N)n2)COC(=O)C1 (configuration not stated)	28	102	102	·	10	110	107	103	4	17	102
CC(C)OCCCNC(=O)c1ccc(N(C)S(C)(=O)=O)cc1	36	98	100	·	-9	107	99	96	-1	-11	101
CNC(=S)NCCc1ccc(OC)c(OC)c1	11	94	98	-6	-16	99	98	94	-12	-4	95
Cc1nc2ccc(C(=O)O)cc2c2c1CC(C)S2 (configuration not stated)	8	100	102	·	7	106	102	100	51*	0	100
O=C(CC1=NCCNC(c2ccccc2)C1)c1ccccc1O (configuration not stated)	14	99	105	6	-107	106	106	101	8	-1	102
Cn1c(-c2ccc3c(c2)OCO3)cnc1N	7	100	99	-19	-111	100	101	99	-73	-1	100
COc1cccc(C2=NCCc3cc4c(cc32)OCO4)c1OC	3	97	101	·	-17	115	107	106	-1	18	99
Cn1c(C(=O)NCCCN2CCCC2=O)cc2c(=O)n(C)c3ccccc3c21	9	101	100	·	-7	105	102	99	-11	0	99
COc1ccc(CNC(=O)COc2ccc(C)nc2[N+](=O)[O-])cc1	14	94	96	·	4	101	96	96	10	0	94
COC(=O)CC1C(=O)NCCN1C(=S)NC(=O)c1sc2ccccc2c1Cl (configuration not stated)	8	88	89	4	-5	89	87	98	22	-5	89
O=C1Nc2ccc(S(=O)(=O)NCc3ccccn3)c3cccc1c23	24	96	97	·	0	95	99	97	18	0	97
Cc1nn(C)c(C)c1CNC(=O)c1cc2n(n1)C(C(F)(F)F)CC(c1cccs1)N2 (configuration not stated)	10	97	97	-10	-8	94	96	97	7	-2	96
Cc1cc2nc(C3CCN(C(=S)NCCCOC(C)C)CC3)[nH]c2cc1C	9	95	100	-5	-35	99	96	101	-15	1	96
CCOC(=O)c1sc(=S)n(-c2ccc(C)cc2)c1SC	9	96	96	·	-3	97	96	97	36	-2	96
COc1cc(/C=N/NC(=O)c2cc3ccccc3cc2O)ccc1OCCN1CCCCC1	10	76*	85	·	-15	97	97	88	28	-3	86
O=C(Nc1ccccc1)OCC1CCCN2CCCCC12 (configuration not stated)	34	101	104	-13	-7	106	105	104	-10	0	102
Cc1ccccc1C(=O)NN1C(=O)CSC1=S	12	99	100	-31	-30	98	98	97	6	0	99
COC(=O)Nc1ccc(S(=O)(=O)N2CCCc3ccccc32)cc1	20	94	95	-6	0	95	94	93	7	-2	94
COc1ccc2oc(=O)c(C(=O)C[n+]3cccc(C)c3)cc2c1	6	97	99	8	-45	94	96	103	-16	2	98
Cc1scc(-c2n[nH]c(=S)n2C(C)c2ccccc2)c1C (configuration not stated)	15	98	101	-13	-22	105	96	99	15	-4	99
COc1ccc(-c2nnn(CC(=O)N(CC(=O)NC3CCCC3)c3ccccc3)n2)cc1OC	8	94	98	·	-54	99	93	105	8	0	100
CC1(C)CNC(=O)CC(C)(C)N1	9	102	101	24	-13	104	102	101	1	-4	102
COc1ccccc1/C=C\C=N\n1c(-c2ccc(Cl)cc2)n[nH]c1=S	2	98	98	-7	5	99	96	101	49	-8	95
CC(C)NS(=O)(=O)c1ccc2c(c1)NCC2	12	101	99	7	-48	104	102	89	9	-3	96
O=C(N/N=C/c1ccc(OCc2ccc(F)cc2)cc1)c1ccccc1	5	94	96	·	-14	94	94	98	-10	0	97
CCC(C)c1ccccc1OCCn1ccnc1 (configuration not stated)	10	100	102	-13	18	105	101	102	15	-5	100
O=C(c1ccco1)N1N=C(c2ccc(Br)cc2)CC1(O)C(F)(F)F (configuration not stated)	12	93	92	-1	0	94	93	92	14	1	93
Cc1ccccc1Nc1nc(N)nc(CSc2nnc(-c3ccccc3)n2C)n1	11	99	99	17	8	97	95	98	20	-5	96
O=C(CCCC(=O)N(CC(=O)NC1CCCC1)Cc1ccc2c(c1)OCO2)Nc1ccccn1	34	97	100	·	-21	100	102	94	1	-4	98
CCOC(=O)C1CCN(C(=O)Nc2ccc3nccnc3c2)CC1	5	96	98	13	-20	103	105	95	12	-2	99
COc1cccc(C2CC(c3ccc(C)cc3)n3ncnc3N2)c1 (configuration not stated)	7	94	97	·	0	95	96	97	25	0	97
[O-][n+]1c2c(nn1-c1ccccc1Cl)-c1nonc1CC2	7	95	99	·	3	101	95	97	-1	0	96
Cc1cc(C)cc(C(=O)NCCn2cc(SCC(=O)N3CCOCC3)c3ccccc32)c1	5	98	101	·	-21	108	102	100	-3	-3	104
NC(=O)c1ccc(-n2nnnc2SCC(=O)Nc2ccc(N3CCOCC3)c(Cl)c2)cc1	8	93	95	8	1	93	95	95	16	-3	95
Cc1c(O)cc2n(c1=O)-c1ccc(Cl)cc1C2(C)C	7	98	101	·	-3	101	99	99	10	-32	101

A section from further up:
SMILES	Avidin bead fluor	Rac1 act GTP bind	HRas wt GTP bind	Pf gametocyte	Mcl1 Bid PPI	Rac1 wt GTP bind	Cdc42 wt GTP	Rab7 wt GTP bind	Mcl1-Noxa inh	Bim-Mcl-1	Rab2A wt mod
COc1ccc2oc(=O)c(C(=O)C[n+]3cccc(C)c3)cc2c1	6	97	99	8	-45	94	96	103	-16	2	98
Cc1scc(-c2n[nH]c(=S)n2C(C)c2ccccc2)c1C (configuration not stated)	15	98	101	-13	-22	105	96	99	15	-4	99
COc1ccc(-c2nnn(CC(=O)N(CC(=O)NC3CCCC3)c3ccccc3)n2)cc1OC	8	94	98	·	-54	99	93	105	8	0	100
CC1(C)CNC(=O)CC(C)(C)N1	9	102	101	24	-13	104	102	101	1	-4	102
COc1ccccc1/C=C\C=N\n1c(-c2ccc(Cl)cc2)n[nH]c1=S	2	98	98	-7	5	99	96	101	49	-8	95
CC(C)NS(=O)(=O)c1ccc2c(c1)NCC2	12	101	99	7	-48	104	102	89	9	-3	96
O=C(N/N=C/c1ccc(OCc2ccc(F)cc2)cc1)c1ccccc1	5	94	96	·	-14	94	94	98	-10	0	97
CCC(C)c1ccccc1OCCn1ccnc1 (configuration not stated)	10	100	102	-13	18	105	101	102	15	-5	100
O=C(c1ccco1)N1N=C(c2ccc(Br)cc2)CC1(O)C(F)(F)F (configuration not stated)	12	93	92	-1	0	94	93	92	14	1	93
Cc1ccccc1Nc1nc(N)nc(CSc2nnc(-c3ccccc3)n2C)n1	11	99	99	17	8	97	95	98	20	-5	96
O=C(CCCC(=O)N(CC(=O)NC1CCCC1)Cc1ccc2c(c1)OCO2)Nc1ccccn1	34	97	100	·	-21	100	102	94	1	-4	98
